ERG-DNA inh: qHTS for Small Molecule Inhibitors of the ERG Ets/DNA interaction; Transcriptional regulator ERG (Homo sapiens), P11308; fluorescence polarization, His-ERG Ets domain / labelled DNA; Potency, µM (highest dose often 76.9 µM), for inactives: top-dose FP activity, negative = inhibition, hits mostly inhibitors; 0.028% of 370,000 active; AID 624246, 2012; active means well fitted inhibition curve with a large enough effect in the polarisation, with a control signal flat; inconclusive means small, poorly fitted or top-dose-only effect, or effect the other way, or a change in a side signal; inactive means no such curve, though single readings can be large or run the other way; the % refers to the polarisation;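 further: polarization taken with two DNA probes labelled with fluorescein and Texas red; potency means the concentration at half of the fitted maximal effect; % of control where 0% means no effect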
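His-tagged ERG Ets domain (1 uM in the protein solution; 300mM KCl, 50mM Tris-HCl, 1mM EDTA, 1mM DTT, pH 7.5) received compound, then a probe mix of 5 nM fluorescein-DNA and 100nM Texas-615-DNA. Fluorescence polarization was read for both dyes.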
Pol kappa inh: qHTS for Inhibitors of Polymerase Kappa; DNA polymerase kappa (Homo sapiens), Q9UBT6; purified Pol kappa, fluorescent DNA synthesis assay, 10 min; Potency, µM (titrated, usually from 107 µM), for the others: at the highest dose activity, negative = inhibition, most hits filed as inhibitors; 0.53% of 400,000 active; AID 588579, 2011; further: potency means the concentration at half of the fitted maximal effect; on the % scale 0 is the no-effect control and ±100 the full control effect
Target sequence (Q9UBT6 whole entry, looked up): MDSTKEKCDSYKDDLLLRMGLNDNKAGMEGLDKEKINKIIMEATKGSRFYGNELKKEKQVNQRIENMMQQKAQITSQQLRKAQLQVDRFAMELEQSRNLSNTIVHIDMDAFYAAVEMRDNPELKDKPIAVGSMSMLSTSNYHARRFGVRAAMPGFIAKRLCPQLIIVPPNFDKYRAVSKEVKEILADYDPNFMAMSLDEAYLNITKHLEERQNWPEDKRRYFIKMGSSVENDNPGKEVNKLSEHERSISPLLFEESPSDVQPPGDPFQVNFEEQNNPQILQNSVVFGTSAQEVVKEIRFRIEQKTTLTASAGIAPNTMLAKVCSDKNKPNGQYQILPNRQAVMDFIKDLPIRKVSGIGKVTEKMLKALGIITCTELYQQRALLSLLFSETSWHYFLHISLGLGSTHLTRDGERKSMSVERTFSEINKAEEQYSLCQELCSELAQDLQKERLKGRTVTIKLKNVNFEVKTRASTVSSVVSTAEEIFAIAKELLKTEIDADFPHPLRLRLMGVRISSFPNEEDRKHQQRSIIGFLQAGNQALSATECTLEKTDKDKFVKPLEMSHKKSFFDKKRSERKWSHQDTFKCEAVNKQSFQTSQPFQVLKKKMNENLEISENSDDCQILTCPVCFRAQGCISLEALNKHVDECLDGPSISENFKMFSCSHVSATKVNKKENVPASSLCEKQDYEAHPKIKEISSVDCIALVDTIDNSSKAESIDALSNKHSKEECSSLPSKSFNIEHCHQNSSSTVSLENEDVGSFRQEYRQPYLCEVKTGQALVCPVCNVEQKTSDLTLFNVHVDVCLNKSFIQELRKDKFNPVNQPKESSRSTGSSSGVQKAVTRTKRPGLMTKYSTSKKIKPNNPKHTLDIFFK
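50 nM final substrate added after 15 min RT preincubation of 10 nM Pol kappa with compound; fluorescence read at 0 and 10 min.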
ALOX12 inh: Primary qHTS assay for inhibitors of human arachidonate 12S-lipoxygenase (ALOX12): Round 2; Polyunsaturated fatty acid lipoxygenase ALOX12 (Homo sapiens), P18054; purified 12hLO, xylenol orange hydroperoxide absorbance; Potency, µM (top dose mostly 108 µM), for the others: at the highest dose activity change, negative = inhibition, usual class: inhibitors; 1.1% of 580,000 active; AID 1671190, 2021; further: potency means the concentration at half of the fitted maximal effect; on the % scale 0 is the no-effect control and ±100 the full control effect
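Purified human 12hLO at 150 nM in 25 mM Hepes, 0.01% Triton X-100, pH 7.0, preincubated 15 min at room temperature with compound. Reaction started with 40 uM arachidonic acid, 30 min at room temperature. Hydroperoxide measured by Fe-xylenol orange, 573/405 nm absorbance ratio.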
Anesthetic bind: qHTS Assay for Identification of Novel General Anesthetics | 0.074% of 350,000 active | apoferritin/1-aminoanthracene competitive binding, fluorescence | Potency, µM (doses to about 77.5 µM), without a hit: at the top dose activity change, negative = displacement, usual class: inhibitors | Ferritin light chain (Equus caballus), P02791; further: potency means the concentration at half of the fitted maximal effect; on the % scale 0 is the no-effect control and ±100 the full control effect; nearly all actives have a fitted effect of over 20% in size
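Apoferritin-based anesthetic binding model; compound displacement of fluorescent 1-AMA measured as endpoint fluorescence after 10 minutes at room temperature, scaled to free-ligand and complex controls.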
APEX1 inh: qHTS Assay for Inhibitors of the Human Apurinic/apyrimidinic Endonuclease 1 (APE1). recombinant APE1, TAMRA/BHQ-2 abasic DNA cleavage fluorescence. Potency, µM (titrated, usually from 65.8 µM), for the others: at the highest dose activity change, negative = inhibition, actives largely listed as inhibitors. 0.35% of 350,000 active;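 further: potency means the concentration at half of the fitted maximal effect; plate controls were vehicle for no effect and reference inhibitor for full effect; nearly all actives have a fitted effect of over 55% in size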
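0.75 nM APE1 + cpd, 15 min RT; start w/ 50 nM TAMRA/BHQ-2 THF-abasic dsDNA; kinetic fluor 525/598 nm ×3 reads @60 s; Δ(read3−read1); normalized to DMSO and NSC13755 control wells.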
Pol eta inh: qHTS for Inhibitors of Polymerase Eta. DNA polymerase eta (Homo sapiens), Q9Y253. recombinant Pol eta, fluorescent DNA replication assay. Potency, µM (series often up to 114 µM), without a hit: top-dose activity change, negative = inhibition, hits mostly inhibitors. 1.2% of 390,000 active. AID 588591, 2011; further: potency means the concentration at half of the fitted maximal effect; on the % scale 0 is the no-effect control and ±100 the full control effect
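Pol eta at 10 nM preincubated with compounds 15 min at room temperature; reaction started with fluorescent substrate (50 nM final) and read kinetically at 0 and 10 min.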
Pol beta inh: qHTS Assay for Inhibitors of DNA Polymerase Beta; P06746; Pol beta primer extension/strand displacement, fluorescence kinetic; AID 485314, 2010; Potency, µM (highest dose often 114 µM), without a hit: at the top dose activity change, negative = inhibition, usual class: inhibitors; 1.3% of 340,000 active; further: potency means the concentration at half of the fitted maximal effect; on the % scale 0 is the no-effect control and ±100 the full control effect
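Pol beta (10 nM) and compounds were preincubated 15 min at room temperature, then 50 nM substrate (final) started primer extension/strand displacement. Reads were taken at 0 and 10 min; concentration-response data were fitted to a four-parameter Hill equation.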
RGS4 inh: Inhibitors of Regulator of G Protein Signaling (RGS) 4: qHTS; Transcreener GDP fluorescence polarization, RGS4-accelerated GTP hydrolysis; Potency, µM (titrated, usually from 114 µM), without a hit: at the top dose activity change, negative = inhibition, hits mostly inhibitors; 0.039% of 390,000 active; AID 504845, 2011; further: potency means the concentration at half of the fitted maximal effect; on the % scale 0 is the no-effect control and ±100 the full control effect; nearly all actives have a fitted effect of over 75% in size; some results filed as inactive show a strong effect at the top dose
Target sequence (P49798 whole entry, looked up): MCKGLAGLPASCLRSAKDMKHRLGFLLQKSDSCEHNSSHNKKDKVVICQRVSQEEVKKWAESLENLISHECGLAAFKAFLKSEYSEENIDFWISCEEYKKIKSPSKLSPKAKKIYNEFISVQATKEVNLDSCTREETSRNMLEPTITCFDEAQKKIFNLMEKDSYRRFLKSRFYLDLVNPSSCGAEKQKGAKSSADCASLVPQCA
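MLSMR compounds (23 nl, pin-transferred) preincubated 10 min at room temperature with a 500nM (2x) first reagent, then RGS4 at 900nM (2x) plus Transcreener GDP mix added; fluorescence polarization (620/688 nm) read before and after 90 min at 30 °C.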
LDHA block: qHTS assay for inhibitors of human lactate dehydrogenase; purified LDHA, NADH/diaphorase-resazurin fluorescence; stronger effect = lower value; L-lactate dehydrogenase A chain (Homo sapiens), P00338; 0.15% of 480,000 active; activity change, % (values are at about 110 or 230 µM); in the data active means activity change below about -30%; inconclusive means mostly about -25% to -30%;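 further: plate controls were DMSO wells for no effect and wells without enzyme for full effect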
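LDH5 2 nM; NADH 0.06 mM, pyruvate 0.2 mM; 200 mM Tris pH 7.4, EDTA, Tween-20; 5 min RT. Detection: diaphorase 0.133 mg/mL + resazurin 37 µM, fluorescence ex540/em590 at 0 and 20 min; normalized to enzyme-free and DMSO wells.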
* hit, by the source's call; i = inactive; u = inconclusive; x = no result given; & = joins results of further samples; [ ] = dose if it differs, or a comment. Unless noted, the call rests on the fitted dose curve; in most records, active means well fitted curve in the direction sought with a large enough effect; inconclusive means small, poorly fitted or top-dose-only effect, or another doubt; inactive means no such curve, though single readings can be large; an effect the other way counts as inactive or inconclusive.

SMILES	ERG-DNA inh	Pol kappa inh	ALOX12 inh	Anesthetic bind	APEX1 inh	Pol eta inh	Pol beta inh	RGS4 inh	LDHA block
CCCc1[nH]n(-c2ccc([N+](=O)[O-])cc2)c(=O)c1C=NCCc1c[nH]c2ccccc12	1%	-7%	-13%	-9%	-7%	-16%	5%	-12%	-14
O=C(/C=C/Nc1ccccc1C(=O)O)c1cccs1	x	1%	-7%	-6%	2%	-7%	11%	-10%	-6
N/C(=N\OC(=O)c1ccc(Br)cc1)c1cccc([N+](=O)[O-])c1	3%	-9%	u	-6%	-40%	1%	18µM*	-15%	-5
COc1ccc(N/C(C)=C2/C(=O)C(=O)N(CCO)C2c2ccc(Br)cc2)cc1 (centres undefined)	-10%	-1%	u	u	-2%	-9%	20%	-23%	3
CCS(=O)(=O)N1CCN(S(=O)(=O)c2ccc(S(=O)(=O)NC3CC3)cc2)CC1	-4%	6%	0%	-7%	11%	-17%	24%	9%	-6
COCCNC(=O)C1CC(=O)N(C2CCCC2)C1 (centres undefined)	x	-3%[60.1 µM]	-9%	-4%	-3%	-11%	3%	11%	-7
Cc1cc(C)cc(CSc2nnc(C)c(=O)[nH]2)c1	-4%	-14%	-4%	0%	0%	1%	-20%	-2%	-1
CCOC(=O)c1c(CN2CCOCC2)n(-c2ccccc2)c2cc(Br)c(O)cc12	5%	-7%	-25%	-12%	-9%	1%	13%	17%	0
O=C(COc1ccccc1[N+](=O)[O-])Nc1ccc2oc(=O)ccc2c1	2%	7%	0%	39%[activator]	-17%	3%	-10%	4%	0
CCN(CC)C(=O)Cn1cc(C(=O)C(=O)NCCc2c[nH]c3ccccc23)c2ccccc21	-11%	-5%	2%	-6%	-5%	-6%	25%	-14%[56.9 µM]	-9
Cc1ccccc1-c1nc(S(=O)(=O)c2ccc(Br)cc2)c(NCc2cccnc2)o1	8%	-8%	26%	8%	4%	-24%	23%	13%	-3
COc1ccc(CCn2c(C)cc(C(=O)CSc3nnnn3-c3ccccc3)c2C)cc1OC	9%	2%	19%	-3%	-4%	-16%	u	u	4
COC(=O)CSc1nnc([C@H](CC(C)C)NC(=O)OC(C)(C)C)o1	-2%	0%	3%	-7%	-3%	1%	-1%	10%	-6
CC1=C(C(=O)Nc2ccc(C(=O)NCCC(C)C)cc2)SCCO1	-2%	-3%	-6%	-16%	-16%	-18%	19%	-11%[56.9 µM]	-8
COC(=O)CN1C(=S)N(c2ccc(F)cc2)C(=O)C1CC(=O)Nc1ccc(OC)cc1 (centres undefined)	-16%	-4%	-22%	7%	13%	-9%	30%	3%	-3
CCN1C(=O)C(CC(=O)Nc2ccc(OC)cc2)N(CCCN2CCN(c3ccc(F)cc3)CC2)C1=S (centres undefined)	5%	-8%	1%	-17%	-3%	-22%	-1%	-3%	1
COc1ccccc1N1CCN(C(=O)CNC(=O)c2cn(-c3ccccc3OC)c(=O)c3ccccc23)CC1	10%	1%	2%	-7%	-3%	-13%	13%	-26%	1
Cc1nc(N2CCN(C)CC2)c2c3c(sc2n1)CCCC3	-6%	-6%	3%	23%	27%	-9%	19%	0%	-3
CC(C)c1ccc(OCc2cc(=O)n3c(-c4ccccc4)csc3n2)cc1	0%	-24%	-1%	-16%	x	u	20µM*	-14%	5
Cc1cccnc1NC1(C(F)(F)F)N=C2SCCN2C1=O (centres undefined)	-7%	-16%	-7%	-5%	-1%	3%	43%	2%	-7
Cc1ccc(-n2c(=S)[nH]c3c(oc4ccccc43)c2=O)cc1C	-1%	-14%	u	-11%	14%	-25%	3%[57.1 µM]	-37%	-4
COc1ccccc1C(=O)NC(=O)CSc1nnc(C)s1	-4%	1%	3%	-4%	7%	-16%	-20%	-3%	-1
COc1ccc(S(=O)(=O)N(CC(=O)NCCc2ccccc2)c2ccc(Cl)cc2)cc1	4%	-15%	0%	-10%	x	-10%	-14%	8%	-13
Cc1c(Br)c([N+](=O)[O-])nn1CC(=O)Nc1ccc(C(C)C)cc1	-5%	-6%	-4%	u	-5%	-19%	u	-23%	3
C/C(=N\NC(=O)c1cccc([N+](=O)[O-])c1)c1cccs1	-3%	0%	9%	-6%	4%	-19%	-1%	16%	-3
CCCCNC(=O)Nc1cc(C)on1	5%	-13%	0%	-5%	-7%	-17%	8%	28%	2
COc1ccc(C(C#N)c2ccc(Cl)nn2)cc1 (centres undefined)	5%	-6%	-7%	-17%	1%	-18%	-1%	u	-6
COc1ccc(CCNC(=O)c2ccc3c(c2)N=C(C)c2ccccc2S3)cc1OC	-1%	1%	-31%	-4%	x	-7%	7%	1%	-9
CC1Sc2ccc(S(=O)(=O)CCC(=O)N3CCN(c4cccc(Cl)c4)CC3)cc2NC1=O (centres undefined)	-7%	-11%	-4%	-7%	-13%	u	-1%	-4%[56.9 µM]	3
COc1ccc(-c2nnc(SCCOc3cccc(C)c3)n2N)cc1	8%	-5%	-20%	-7%	-3%	5%	u	-12%	-15
CN(Cc1ccccc1)C(=O)Cn1cccc1C(=O)c1ccccc1	6%	-11%	-15%	-20%	2%	-7%	7%	-18%	-1
CC1CC(C)CN(C(=O)COc2cccnc2[N+](=O)[O-])C1 (centres undefined)	-6%	-10%	2%	x	-10%	-7%	x	12%	-6
COc1cccc(C(=O)NCCNC(=O)c2ccccn2)c1	16%	-6%	-4%	1%	15%	-6%	4%	-10%	-4
CCOC(=O)c1c(-c2ccccc2)csc1NC(=S)NC(=O)c1ccccc1	-2%	-25%	u	-13%	0%	-15%	u	-11%	-4
COc1ccc(Cl)cc1NC(=O)CN(C)C(=O)Cc1ccc2c(c1)CCC2	-18%	-3%	i	-16%	4%	3%	10%	15%	-11
Cc1noc(C)c1COC(=O)c1ccc(-c2nc3ccccc3s2)s1	8%	-12%	-6%	-14%	13%	1%	19%	32%	-8
CC1CCCC(C)N1C(=O)COC(=O)/C=C/c1ccc(Br)o1 (centres undefined)	0%	u	20%	x	-45%	22µM*	x	u	-3
CC1(c2ccccc2)NC(=O)N(CC(=O)Nc2ccc(S(=O)(=O)NC3=NCCCCC3)cc2)C1=O (centres undefined)	-18%	-11%	-11%	x	x	-7%	x	17%	-9
CC(C)(C)C1CCc2c(sc(NC(=O)c3cc(-c4ccc(F)cc4)on3)c2C#N)C1 (centres undefined)	3%	-11%	-15%	-10%	x	-5%	-6%	-41%	-6
CC1=C(C(=O)OCC2CCCCC2)C(c2ccc(Cl)cc2)CC(=O)N1 (centres undefined)	-1%	-11%	-21%	-9%	x	u	0%	-25%	-11
COc1ccc(NC(=O)c2cc(C)nc3ccccc23)c(OC)c1	-4%	-3%	12%	-8%	-1%	-15%	0%	1%	-10
Cc1nc2nc(SCC(=O)N(C)Cc3ccccc3)nn2c(C)c1Cc1ccccc1Cl	-3%	8%	-3%	u	x	-21%	-1%	-6%	-2
CCOc1ccc(S(=O)(=O)N2CCCC(C(=O)NCCN3CCOCC3)C2)cc1Cl (centres undefined)	14%	-1%	-7%	-7%	-16%	2%	61%	-1%	-6
CC(=O)C(c1ccccc1)C(c1ccccc1)C(C)[N+](=O)[O-] (centres undefined)	u	-8%	0%	-8%	56%[activator]	3%	-2%	-9%	-9
Cc1ccc(S(=O)(=O)N(CC(=O)N/N=C/c2cccc(C)c2)c2cccc3cccnc23)cc1	2%	-7%	0%	-7%	2%	-10%	3%	-23%	-4
Cc1cc(C)nc(SC(C)C(=O)O)n1 (centres undefined)	-2%	3%	-10%	-9%	3%	-12%	2%	-18%	6
CC(CS(=O)(=O)c1cccc2cccnc12)N1CCCCC1 (centres undefined)	-17%	-7%	7%	-8%	3%	-2%	22%	-43%	5
CC(C)(C)OC(=O)CNC(=O)c1nc[nH]c1C(=O)NCC(=O)OC(C)(C)C	7%	-4%	2%	-8%	16%	-15%	19%	14%	0
COC(=O)c1ccc(CN2[C@H](C(=O)OC)C[C@@]3(O)[C@@H](O)[C@@H](O)[C@@H](O)C[C@@H]23)cc1	-13%	-4%	5%	-8%&7%	-7%&-3%	-9%	13%	-10%	-4
CCN(CC)C(=O)c1nc[nH]c1C(=O)N1CCc2ccccc2C1	1%	-4%	-1%	x	-13%	-20%	x	-20%	1

Compound profiles, from the list above:
Entry for `COc1ccccc1N1CCN(C(=O)CNC(=O)c2cn(-c3ccccc3OC)c(=O)c3ccccc23)CC1` → ERG-DNA inh: 10%; Pol kappa inh: 1%; ALOX12 inh: 2%; Anesthetic bind: -7%; APEX1 inh: -3%; Pol eta inh: -13%; Pol beta inh: 13%; RGS4 inh: -26%; LDHA block: 1
Entry for `Cc1ccccc1-c1nc(S(=O)(=O)c2ccc(Br)cc2)c(NCc2cccnc2)o1` → ERG-DNA inh: 8%; Pol kappa inh: -8%; ALOX12 inh: 26%; Anesthetic bind: 8%; APEX1 inh: 4%; Pol eta inh: -24%; Pol beta inh: 23%; RGS4 inh: 13%; LDHA block: -3

Assay outcomes deposited in PubChem by National Center for Advancing Translational Sciences (NCATS).

Some of the compounds tested. The share of hits here may be higher or lower than overall.
